Source: PubChem
LGR2 antag: blocks bursicon-induced cAMP signaling via Drosophila LGR2 | inhibition, % at 9.99 µM | 380,000 compounds, 0.35% hits | HEK293 LGR2, CRE-luciferase, bursicon-stimulated, 4 h | AID 720647;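 active = drop in luminescence signal, shown as inhibition above about 50% in the replicate tests, limit read from the data, passing the limit was not always enough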;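 also: agonist challenge used bursicon conditioned medium at about half maximal strength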
ERAP1 HTS inh: inhibitors of human ERAP1 aminopeptidase; AID 652197; inhibition, % at 10.7 µM; recombinant ERAP1, Leu-AMC fluorescence, 60 min; 340,000 compounds, 0.15% hits;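 active = mean replicate inhibition of at least 30%, or all replicates individually reaching that 30% level; inactive = mean below 30% and not every replicate reaching it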;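 also: 0% = neutral control wells and 100% = L-leucinethiol positive control wells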
Target sequence (Q9NZ08 whole entry, looked up): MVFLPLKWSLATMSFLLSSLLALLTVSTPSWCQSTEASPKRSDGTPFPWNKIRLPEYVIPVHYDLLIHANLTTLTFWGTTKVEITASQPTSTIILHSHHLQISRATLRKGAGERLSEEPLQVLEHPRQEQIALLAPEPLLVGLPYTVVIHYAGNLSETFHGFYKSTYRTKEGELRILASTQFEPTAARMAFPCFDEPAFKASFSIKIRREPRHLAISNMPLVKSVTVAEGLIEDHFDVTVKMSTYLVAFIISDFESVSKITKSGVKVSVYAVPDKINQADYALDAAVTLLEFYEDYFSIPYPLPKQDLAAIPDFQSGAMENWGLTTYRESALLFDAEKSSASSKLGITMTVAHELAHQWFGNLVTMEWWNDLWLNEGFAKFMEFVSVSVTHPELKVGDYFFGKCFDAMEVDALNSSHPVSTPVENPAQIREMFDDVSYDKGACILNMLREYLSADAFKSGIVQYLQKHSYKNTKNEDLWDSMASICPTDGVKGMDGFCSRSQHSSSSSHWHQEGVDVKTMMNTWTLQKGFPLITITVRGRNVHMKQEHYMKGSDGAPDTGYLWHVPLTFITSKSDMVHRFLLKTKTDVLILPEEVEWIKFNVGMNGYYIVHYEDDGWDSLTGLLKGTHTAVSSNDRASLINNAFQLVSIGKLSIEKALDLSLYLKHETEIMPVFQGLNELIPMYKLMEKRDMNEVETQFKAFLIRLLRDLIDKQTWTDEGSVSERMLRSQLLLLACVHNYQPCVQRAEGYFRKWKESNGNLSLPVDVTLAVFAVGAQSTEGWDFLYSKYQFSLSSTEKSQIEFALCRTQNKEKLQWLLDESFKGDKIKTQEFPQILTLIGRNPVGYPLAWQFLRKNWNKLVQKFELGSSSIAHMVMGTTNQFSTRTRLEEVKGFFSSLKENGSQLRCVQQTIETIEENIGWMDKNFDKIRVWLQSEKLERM
S100A4 MyoIIA: inhibitors of human S100A4 binding to myosin IIA peptide. 360,000 compounds, 0.14% hits. S100A4/TAMRA-MyoIIA peptide fluorescence polarization. inhibition, % at 10.7 µM;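 active = mean inhibition of at least 70% across replicates, with every replicate also reaching that level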
Target sequence (P26447 whole entry, looked up): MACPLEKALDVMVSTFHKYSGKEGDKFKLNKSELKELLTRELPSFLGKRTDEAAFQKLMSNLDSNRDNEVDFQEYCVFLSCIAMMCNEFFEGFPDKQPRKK
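Material: human S100A4 monomer with TAMRA-labelled myosin IIA peptide; buffer or medium: HEPES pH 7.2 with CaCl2, KCl, NaCl, DTT, Triton; compound dosing: one concentration per compound; schedule: 5 min incubation before reading; benchmarks: neutral control DMSO, positive control TFP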
EWS-Fli block: blocks EWS/Fli oncoprotein-driven transcription; A673 NR0B1-luciferase reporter, viability-normalised; 350,000 compounds, 0.67% hits; inhibition, % at 12.6 µM; AID 651661;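 active = mean inhibition of at least 50% after viability correction, with every replicate also passing that limit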;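 also: firefly luciferase signal divided by Alamar Blue viability fluorescence both relative to DMSO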
PglD inh: blocks C. jejuni PglD acetyltransferase activity; purified PglD enzyme, DTNB colorimetric CoA detection; inhibition, % at 12.5 µM; 360,000 compounds, 0.098% hits; AID 602405; in the data active = inhibition above about 16%, passing the limit was not always enough; also: strong numbers were not always called active
FN deposition inh: fibronectin deposition inhibition; inhibition, % at 12.6 µM; AH1F fibroblasts, Alexa488-fibronectin deposition fluorescence, overnight; 350,000 compounds, 0.086% hits; AID 743247;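 active = mean inhibition across replicates of 30% or more, regardless of how many single replicates reach that level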;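 also: positive control wells lacked labelled fibronectin entirely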
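Material: AH1F fibroblasts assembling fluorescent fibronectin matrix; amount: 10000 AH1F cells/well; medium: DMEM, 2% serum; reagent: Alexa488-fibronectin, 24 nM final in well; dosing: single compound dose, delivered by pin transfer; incubation: 1 h adhesion, overnight exposure; detection: fluorescence after three HBSS washes, excitation 485 nm, emission 525 nm; measure: fibronectin deposition inhibition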
PGC1a acetyl inh: lowers PGC1a acetylation signal in U2OS cells | inhibition, % at 15.6 µM | 350,000 compounds, 0.17% hits | AlphaScreen anti-acetyl-lysine; with virally co-expressed GCN5 acetyltransferase;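 active = every replicate shows inhibition of at least 40%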;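 also: 0% = neutral control wells and 100% = positive control wells; some results beyond the cut were filed as inactive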
PAX8 reporter: inhibitors of PAX8 transcriptional activity in RMG-I cells; inhibition, % at 12.6 µM; RMG-I TPO-luciferase reporter, SteadyGlo, 24 h; 360,000 compounds, 1.2% hits; AID 652154;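 active = mean replicate inhibition at least 60% with every replicate also reaching 60%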;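 also: luciferase light reporting Pax8 driven TPO promoter activity; plate controls were median of neutral control wells for no effect and mitoxantrone controls for full effect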
* hit, by the source's call; . = not tested or not shown; & = joins results of further samples.

Compound	LGR2 antag	ERAP1 HTS inh	S100A4 MyoIIA	EWS-Fli block	PglD inh	FN deposition inh	PGC1a acetyl inh	PAX8 reporter
C[C@H](CO)N1C[C@H](C)[C@@H](CN(C)C(=O)NC2CCCCC2)OCCCC[C@H](C)Oc2ccc(NC(=O)Cc3ccccc3)cc2C1=O	23.6	2.2	1.6	6.5	-0.8	.	7.9	.
CC1CN(c2nc(Nc3ccccc3F)nc(N)c2[N+](=O)[O-])CC(C)O1 (stereo unspecified)	-19.7	7.7	-3.3	-13.9	-3.5	-20.9	-5.7	15.1
COc1ccccc1-c1nnn(C/C(N)=N/O)n1	7.8	-1.3	2.3	15.6	.	6.4	.	-11.5
COc1ccc(-n2c(=S)[nH]c3cc(C(=O)Nc4ccccc4OC)ccc3c2=O)c(OC)c1	8.8	0.5	-0.2	-3.4	.	-4.6	.	-3.1
Cc1nc2ccccc2n1CC(O)COc1ccc(Br)cc1 (stereo unspecified)	.	-3.5	-3.0	4.2	.	-3.7	.	-16.8
Cc1nonc1CN(C)C(=O)CC1C(=O)NCCN1Cc1c(F)cccc1Cl (stereo unspecified)	-8.0	-0.4	0.0	8.4	13.7	-22.6	14.3	-11.2
Cc1noc(C)c1NC(=O)Nc1ccc2c(c1)CC(=O)N([C@H](C)CO)C[C@H](C)[C@H](CN(C)C(=O)Nc1cccc3ccccc13)O2	2.3	2.5	-6.6	-0.7	6.4	.	-7.5	19.2
CCCC(=O)Nc1ccc2c(c1)OC[C@H](C)N(CCc1ccccc1)C[C@H](C)[C@@H](OC)CN(C)C2=O	13.7	.	.	0.3	.	-9.3	-31.6	.
Cn1c(=O)[nH]c(=O)c2c1nc(CN1CCOCC1)n2Cc1ccc(F)cc1	0.9	.	-0.6	-4.2	1.6	-9.0	7.2	-10.4
COCCN1C(=O)c2ccccc2C1c1nc2ccccc2[nH]1 (stereo unspecified)	6.2	1.4	-1.9	0.7	3.0	-1.3	6.9	-9.9
C[C@@H]1CCCCO[C@@H](CN(C)S(=O)(=O)c2cccs2)[C@H](C)CN([C@H](C)CO)C(=O)c2cc(NC(=O)c3ccccc3)ccc2O1	-18.5	.	.	19.6	4.1	.	-1.5	0.2
C[C@H](CO)N1C[C@H](C)[C@H](CN(C)C)Oc2cc(-c3ccccc3F)ccc2S1(=O)=O	-3.8	-6.2	-4.6	-1.3	-0.9	.	-5.2	-12.6
C[C@@H]1CN([C@H](C)CO)C(=O)c2cccc(NC(=O)NC3CCCCC3)c2O[C@@H]1CN(C)Cc1ccc(-c2ccccc2)cc1	1.2	3.0	1.3	17.6	-1.8	4.9	7.3	.
COc1ccccc1CNC(=O)CSc1nc(C)cs1	16.8	6.9	-1.8	-7.4	.	11.5	0.7	7.3
COc1ccc(CCNC(=O)c2cc(S(=O)(=O)N3CCc4ccccc43)ccc2F)cc1OC	9.3	2.2	1.0	9.0	-4.0	-3.2	8.0	19.7
C[C@@H]1CN([C@@H](C)CO)C(=O)c2cc(NS(=O)(=O)c3cccs3)ccc2O[C@@H]1CN(C)C	-7.3	-0.6	-25.7	-7.2	11.2	.	0.2	-7.8
O=C(NCc1ccncc1)[C@@H]1CCCN1C(=O)[C@@H]1CCCN1C(=O)c1cccs1	9.1	.	-2.0	-11.1	.	.	.	15.0
COc1ccc(NC(=O)N(C)C[C@H]2Oc3ccc(NS(=O)(=O)c4ccc(OC)cc4)cc3CC(=O)N([C@@H](C)CO)C[C@H]2C)cc1	-5.2	1.1	-13.9	5.2	-1.1	.	-16.7	-14.5
COc1cc2c(cc1OC)CN(C(=O)CNC(=O)c1ccc(OC(F)F)cc1)CC2	-7.3	-4.6	-1.6	.	.	.	.	-2.2
COc1cc(CNc2ncn[nH]2)ccc1OCC(=O)NC(C)(C)C	-7.0	-2.2	5.6	9.0	4.6	-8.4	1.8	-6.7
CCO/N=C/C1=C(O)C(C(=O)OC)C(C)(C)CC1=O (stereo unspecified)	13.0	3.8	3.9	4.6	.	0.5	1.4	-11.8
N#CC1=C(N)Oc2cc(O)c(Cl)cc2C1c1ccccc1F (stereo unspecified)	-11.0	12.5	5.0	14.3	-0.7	3.7	.	9.6
O=C(CSc1ccccn1)N/N=C/c1cc([N+](=O)[O-])ccc1O	5.6	2.2	-4.7	-7.9	.	-5.5	.	6.0
CC(C)(C)C(=O)NC(=S)NNC(=O)c1ccncc1	-26.7	2.7	-3.3	-14.9	5.8	-4.7	.	0.4
C[C@@H]1CN([C@@H](C)CO)C(=O)Cc2cc(NC(=O)Nc3ccc4c(c3)OCO4)ccc2O[C@@H]1CN(C)Cc1ccc(-c2ccccc2)cc1	1.7	3.4	3.8	-0.7	2.7	.	5.2	-14.7

Following part.
Compound	LGR2 antag	ERAP1 HTS inh	S100A4 MyoIIA	EWS-Fli block	PglD inh	FN deposition inh	PGC1a acetyl inh	PAX8 reporter
CCOC(=O)c1snc(C(=O)NC2CCCCC2)c1N	.	-1.3	-4.6	-117.0	0.0	.	3.7	.
Cc1ccc(C)c(NC(=O)CCN2C(=O)c3ccccc3C2=O)c1	2.1	-2.5	-9.7	7.9	-4.2	0.1	-1.3	-13.2
CCC(=O)NCCc1nc2cc(NC(=O)c3cccs3)ccc2n1C	-35.2	4.8	-2.5	-38.1	.	.	.	-100.2
CCC(C)N(C(=O)CSc1nnc(C)n1C)C1CCS(=O)(=O)C1 (stereo unspecified)	2.7	19.9	-3.2	-3.5	.	-2.5	11.5	-7.9
CCc1cc2c(nc1CC)CCCN2Cc1ccccc1C(F)(F)F	.	-0.3	-13.6	-11.8	.	-1.0	.	12.6
CCOC(=O)c1ccccc1NC(=O)C1CC(=O)N(C(C)(C)C)C1 (stereo unspecified)	1.0	0.5	26.1	2.3	-2.5	1.0	-1.6	29.0
C[C@H]1CN([C@@H](C)CO)C(=O)Cc2cc(NC(=O)Nc3ccc(F)cc3)ccc2O[C@H]1CN(C)Cc1ccc(Oc2ccccc2)cc1	-7.6	1.0	-4.5	8.2	2.0	.	-1.1	22.8
CN1C(=O)c2cc(NC(=O)C3CC3)ccc2OC[C@H]2O[C@H](CC(=O)NCc3cccc(F)c3)CC[C@H]21	12.7	.	.	3.9	1.2	0.8	-4.5	43.4
CC(C)OCCCNC(=O)CN1C(=O)/C(=C/c2ccccc2)Sc2ccccc21	0.7	-3.1	7.7	-8.9	.	5.5	.	12.8
NC(=O)c1cc(S(=O)(=O)NCCc2ccc(Cl)cc2)cs1	-2.2	0.1	-9.1	-2.4	-3.5	-11.6	-10.4	5.3
COc1ccc(CC(=O)Nc2cccc(S(=O)(=O)N3CCCCC3)c2)cc1	-1.8	2.3	4.1	-0.7	-4.2	4.8	-4.9	4.5
CNC[C@@H]1Oc2ncc(C#CC3(O)CCCC3)cc2C(=O)N([C@H](C)CO)C[C@@H]1C	-3.4	-0.5	-10.3	-7.6	0.6	.	-2.3	-14.8
COc1ccc(CN(C)CC(=O)N(C)CC(=O)Nc2ccccc2Br)cc1F	-2.1	-1.8	1.7	-3.9	2.0	10.4	-2.0	-7.7
COCC(=O)Nc1ccc2c(c1)[C@@H]1C[C@H](CC(=O)N3CCOCC3)O[C@H](CO)[C@@H]1O2	25.8	2.4	4.5	-15.7	0.9	-3.5	-2.3	1.8
Cc1nnc(SCC(=O)NC2CCCC(C)C2C)n1N (stereo unspecified)	2.9	-1.7	-2.6	-3.2	1.1	0.9	15.3	-12.2
CC(=O)Nc1ccc(N(C(=O)c2ccccn2)C(C(=O)NC2CCCCC2)c2ccc(F)cc2)cc1 (stereo unspecified)	3.2	-0.6	-0.1	-0.4	-1.4	6.5	.	-1.6
C[C@@H]1CCCCO[C@H](CN(C)C(=O)C2CCCCC2)[C@H](C)CN([C@@H](C)CO)C(=O)c2cc(NC(=O)Nc3ccccc3)ccc2O1	7.8	-0.4	5.6	4.1	0.7	-9.5	-3.4	14.4
Cc1ccccc1S(=O)(=O)N1[C@@H]2CNC[C@H]1C2c1ccc(-c2ccncc2)cc1 (stereo partly specified)	16.3&4.1	3.6&3.4	-17.2&-7.3	7.8&15.3	.	-23.9&3.0	-0.1&2.4	5.8&3.9
O=C(Nc1ccncc1)c1ccc(Br)cc1	-6.0	1.8	8.5	-6.9	-3.6	2.1	0.2	-13.3
O=C(O)C1(c2ccccc2)CCC(Nc2ccccc2)C1 (stereo unspecified)	.	0.9	1.2	5.2	-2.1	4.4	-0.6	15.4
COc1ccc(Cl)cc1NC(=O)CN(C)C(=O)CCCc1c[nH]c2ccccc12	4.9	-1.9	1.5	.	-3.1	.	1.8	6.3
COc1ccc(C)cc1NC(=O)C1CCN(C(=O)c2ccc(C(C)(C)C)cc2)CC1	-12.3	1.1	-4.5	-31.6	-2.0	1.2	.	-9.6
O=C(C1CC1)N1CC2(C1)[C@H](c1ccccc1)[C@H](CO)N2CCC(F)(F)F	-4.4	4.9	-0.9	9.8	.	0.0	-7.3	.
O=C(Cc1ccc(F)cc1)Nc1ccccc1Sc1ccccc1	7.2	-0.5	-0.9	13.1	.	-0.4	.	30.7
COc1ccc(/C=C/C(=O)NCCc2nc3ccccc3[nH]2)cc1	-1.6	-0.5	-0.5	-1.9	-3.7	5.5	-4.7	-24.3

Complete entries, looked up by structure:
Entry for `Cc1nnc(SCC(=O)NC2CCCC(C)C2C)n1N` (stereo unspecified) → LGR2 antag: 2.9; ERAP1 HTS inh: -1.7; S100A4 MyoIIA: -2.6; EWS-Fli block: -3.2; PglD inh: 1.1; FN deposition inh: 0.9; PGC1a acetyl inh: 15.3; PAX8 reporter: -12.2
Entry for `COc1ccc(C)cc1NC(=O)C1CCN(C(=O)c2ccc(C(C)(C)C)cc2)CC1` → LGR2 antag: -12.3; ERAP1 HTS inh: 1.1; S100A4 MyoIIA: -4.5; EWS-Fli block: -31.6; PglD inh: -2.0; FN deposition inh: 1.2; PGC1a acetyl inh: .; PAX8 reporter: -9.6

The listing continues:
Compound	LGR2 antag	ERAP1 HTS inh	S100A4 MyoIIA	EWS-Fli block	PglD inh	FN deposition inh	PGC1a acetyl inh	PAX8 reporter
COc1ccc(CCNC(=O)CSc2nnc(CNC(=O)c3c(F)cccc3Cl)o2)cc1OC	-3.6	-3.7	-2.6	.	-1.5	-2.2	-6.3	7.6
COc1ccc(CN(C)C[C@@H]2OCCCC[C@H](C)Oc3ccc(NC(=O)Nc4ccc(OC)cc4)cc3C(=O)N([C@@H](C)CO)C[C@H]2C)cc1	-1.6	-2.6	22.1	14.0	2.7	-2.3	-6.4	-7.2
COCCN1C=C(C(=O)OC)C(c2ccc(Cl)cc2)C(C(=O)OC)=C1	-4.5	-163.6	-2.5	-13.7	.	-5.2	-7.2	4.2
CN(C(=S)NC(=O)c1ccc(Cl)cc1)C1CCCCC1	-25.8	-2.6	0.1	.	2.7	.	.	-74.1
CN(Cc1ccccc1)c1nc2c(c(=O)[nH]c(=O)n2C)n1Cc1ccccc1F	-7.5	2.1	-2.0	13.8	2.2	5.2	-6.6	16.0
OC(c1ccc(F)c(F)c1)c1nc(-c2ccc3c(c2)OCO3)cs1 (stereo unspecified)	-22.7	2.2	1.6	-8.6	-1.3	1.8	0.4	-19.0
O=S(=O)(NCC1NCCc2ccccc21)c1ccccc1 (stereo unspecified)	-57.7	9.8	-2.9	-42.6	.	1.7	-8.6	32.3
N#CCC(C(=O)c1cccnc1)c1ccccc1 (stereo unspecified)	-5.3	3.8	-24.4	-4.4	-1.6	2.8	.	-20.6
CN(C)S(=O)(=O)n1cc(/C=C(\NC(=O)c2ccccc2)C(=O)NCCCN2CCOCC2)c2ccccc21	2.8	0.9	-7.3	.	.	7.8	-6.6	2.4
COc1ccc(S(=O)(=O)NCC(c2ccc(F)cc2)N2CCN(C)CC2)cc1 (stereo unspecified)	-2.6	-3.8	0.4	-0.1	3.9	-9.6	4.5	-6.8
